12-LOX inh: blocks human arachidonate 12S-lipoxygenase | purified 12hLO, xylenol orange hydroperoxide absorbance | Potency, µM (series often up to 108 µM), for inactives: at the top dose activity change, negative = inhibition, actives largely listed as inhibitors | 580,000 tested, 1.1% active | AID 1671190 | P18054; active = well fitted inhibition curve with a large enough effect; inconclusive = small, poorly fitted or top-dose-only effect, or another doubt; inactive = no such curve, though single readings can be large or run the other way
Target sequence (P18054 whole entry, looked up): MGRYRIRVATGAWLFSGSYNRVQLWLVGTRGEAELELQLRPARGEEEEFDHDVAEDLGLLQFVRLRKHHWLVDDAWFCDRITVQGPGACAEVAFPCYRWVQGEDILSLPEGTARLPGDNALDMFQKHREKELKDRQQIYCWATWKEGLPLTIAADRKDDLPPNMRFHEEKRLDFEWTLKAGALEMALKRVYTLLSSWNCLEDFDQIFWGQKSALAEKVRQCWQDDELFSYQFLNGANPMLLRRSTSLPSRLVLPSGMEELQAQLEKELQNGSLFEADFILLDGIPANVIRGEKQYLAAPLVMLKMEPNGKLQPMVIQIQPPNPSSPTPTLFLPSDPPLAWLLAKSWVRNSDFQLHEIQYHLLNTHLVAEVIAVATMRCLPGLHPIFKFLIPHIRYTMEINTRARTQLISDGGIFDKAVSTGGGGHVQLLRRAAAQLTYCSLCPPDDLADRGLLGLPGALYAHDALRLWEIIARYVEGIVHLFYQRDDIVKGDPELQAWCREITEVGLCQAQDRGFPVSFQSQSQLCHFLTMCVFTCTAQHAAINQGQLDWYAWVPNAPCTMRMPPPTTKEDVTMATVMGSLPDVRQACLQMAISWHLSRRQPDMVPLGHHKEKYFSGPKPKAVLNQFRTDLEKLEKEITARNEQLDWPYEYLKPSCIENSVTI
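Purified human 12hLO at 150 nM in 25 mM Hepes, 0.01% Triton X-100, pH 7.0, preincubated 15 min at room temperature with compound. Reaction started with 40 uM arachidonic acid, 30 min at room temperature. Hydroperoxide measured by Fe-xylenol orange, 573/405 nm absorbance ratio.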
Starred values were filed as active, the others as inactive; ? = inconclusive; [ ] = dose if it differs, or a comment. % is scaled to controls: 0 for no effect and ±100 for the full control effect; potency is read from the fitted curve at half-maximal effect. Some of the compounds tested; count on the stated rates, not on these rows.

SMILES	12-LOX inh
COc1cc(N2C[C@H]3OC(=O)N(Cc4ccccc4OC)[C@H]3C2)ncn1	9.5%
C=CCN(C)C(=O)[C@@H](C)C1CC[C@@]2(C)Cc3sc(NCCCC)nc3[C@@H](C)[C@@H]2[C@H]1O (stereo partly specified)	?
Cc1ccc(C)c(-c2cc3c(=O)n(CCNC(=O)c4ccccc4Cl)ccn3n2)c1	?
O=C(NCc1cc2n(n1)CCCNC2)c1ccc(Cn2cnnn2)cc1	?
Cc1nc(CCNC(=O)CC2COCCN2C(=O)c2ccsc2)no1 (stereo unspecified)	20.4%
Cn1ncc(N2CCC(NC(=O)CCC3CCCCC3)CC2)cc1=O	22.0%
CN(C)CCN1C(=O)c2cccc3cc(N)cc(c23)C1=O	-6.4%[57.4 µM]
COc1ccc(C(=O)N2CCCOCCNC(=O)[C@@H]3CCCC[C@@H]32)cn1	26.8%
O=S(=O)(Cc1ccccc1)N1CCCC(Cc2noc(-c3cnccn3)n2)C1 (stereo unspecified)	14.7%
CNC(C)c1cccc(F)c1 (stereo unspecified)	-4.6%[12.5 µM]
C[C@H]1[C@@H](NC(=O)Nc2ccc(F)cc2)CC[C@@]23CCCN2C(=O)CCC[C@@H]13	-7.3%
Cc1ccc(C(CC(=O)N2CCC(C)CC2)c2cn(C)c3ccccc23)cc1 (stereo unspecified)	32.8%[activator]
COCCn1cnc2ccc(OCC3CC3)nc2c1=O	0.4%[176 µM]
Cc1cc(C(=O)N2CCc3nnc([C@@H]4C[C@@H](O)CN4C)n3CC2)nn1C	6.5%
COc1ccc(-c2cc(-c3ccccc3)c(-c3ccccc3)nn2)cc1	1.6%
COCCn1c2c(c(=O)n1-c1ccccc1)CCN(C(=O)c1ccccc1)C2	0.3%[176 µM]
Cc1ccccc1NC(=O)N1CCC(CCNC(=O)c2cccc(F)c2)CC1	23.6%
CCc1noc(-c2ccn3c(CNC(=O)c4cc(Cl)ccc4F)nnc3c2)n1	11.1%
COc1cc(OC)cc(N2C(=O)[C@@H]3C[C@@H](NC(=O)c4cccs4)CCN3C2=O)c1	2.3%[176 µM]
C[C@]12CCC(=O)C=C1[C@@H]1CC1[C@H]1[C@H]3[C@@H]4C[C@H]4[C@@]4(CCC(=O)O4)[C@@]3(C)CC[C@H]12 (stereo partly specified)	?
Cc1ccc(C(=O)N2CCC3(CC2)N(c2ccccc2)C(=O)CS3(=O)=O)cc1	13.3%
Cc1ccccc1-c1onc(C)c1C(=O)NCCOC(C)C	46.4%[activator]
CCOC(=O)C1CCCN(C(=O)CC(c2ccc3c(c2)OCO3)c2cn(CC)c3ccccc23)C1 (stereo unspecified)	-23.6%
C[C@@H](NC(=O)c1cccn1C)c1onc(-c2ccccc2)c1C(=O)O	5.2%[176 µM]
CCOc1ccc(C(=O)NC2CCN(C(=O)c3cc4c(=O)[nH]c(C)cn4n3)CC2)cc1	27.3%
CC(=O)N[C@@H]1[C@@H](NC(=O)c2cn[nH]n2)[C@H]2CCO[C@H]21	7.2%
COCCN1C(=O)c2cccn2CC1CNC(=O)CC1CCCC1 (stereo unspecified)	2.0%
O=C(N1CCC(Cc2nc(-c3ccc(F)cc3)no2)CC1)C1(c2ccccc2)CC1	-3.4%
CNS(=O)(=O)c1ccc(CN(CCOC)Cc2ccc(C)cc2)cc1	6.1%
COc1ccc(CNS(=O)(=O)/C=C/c2ccccc2CNC(=O)OC(C)(C)C)cc1	-2.3%
COc1cccc(CN2Cc3c(CNc4cccc(C(F)(F)F)c4)nnn3CCC2=O)c1	8.1%
CC(C)Oc1ccccc1CN1CCc2nc(N(C)C)[nH]c(=O)c2CC1	20.1%
CC(C)c1ccc(C(=O)N[C@H](C2CCNCC2)C2CC(O)C2)c(=O)n1C (stereo partly specified)	-3.2%
CCCCN=CN1c2ccccc2-n2cccc2C1c1ccc(CC)cc1 (stereo unspecified)	?
COc1cncc(Nc2cnc3ccc(-c4ccc(OC)nc4)nn23)c1	22.7%[176 µM]
COc1cccc(CN2CC[C@H]3COC(=O)N3c3cc(F)ccc3C2)c1	-0.6%[176 µM]
C=CCN1CCN(C(=O)CCC[C@@H]2[C@H]3CCCN4CCC[C@@H](CN2Cc2ccccc2)[C@@H]34)CC1	18.8%
O=C(c1ccoc1)N1CCCC(c2noc(COc3ccccc3)n2)C1 (stereo unspecified)	7.5%
O=C1CCCN1CC1CCN(C(=O)c2ccc(N3CCC(O)CC3)nc2)CC1	35.8%
CN(C(=O)Cn1c(=O)oc2ccccc21)C1CCc2nn(C)c(=O)n2CC1 (stereo unspecified)	12.5%
CC(=O)N1CCc2[nH]cnc2C12CCN(Cc1nccn1C)CC2	107.0%[activator]
COc1cc(-c2nc(-c3c(C)noc3C)cc3c2cc(C)n3C)ccn1	2.1%[176 µM]
Cc1cc(C(=O)N2CCC3(CC2)N=C(CC(C)C)NC3=O)c(C)o1	1.8%
COCCN1C(=O)N(C2Cc3ccccc3C2)C(=O)C12CCN(Cc1ccc(CO)o1)CC2	?
CC1(c2ccccc2)N(Cc2ccc(O)cc2)C(=O)OC12CCN(Cc1ccncc1)CC2 (stereo unspecified)	-2.1%
OC[C@@H]1O[C@H](CNCc2cccc(Cl)c2)[C@H](N2CCN(c3ccccn3)CC2)[C@@H]1O	?
COCc1cc(CC2(NCc3ccc(F)cc3)COC2)no1	0.2%[176 µM]
CC(C)c1[nH]nc2c1C(c1cccc(C(F)(F)F)c1)N(Cc1ccccc1)C2=O (stereo unspecified)	?
Cc1noc(C)c1-c1cc(-c2ccccc2Oc2ccccc2)cn2cncc12	3.0%[176 µM]
O=C([C@@H]1C[C@H](Oc2ccccc2)CN1C(=O)c1ccc2ccccc2n1)N1CCOCC1	13.0%
CCOCc1nc(C2CCCN(C(=O)c3ccc(OC)cc3OC)C2)no1 (stereo unspecified)	29.6%
COc1ccccc1CC(=O)Nc1ccc2c(N3CCCCC3)ncnc2c1	39.5%[activator]
COc1ccc(-c2noc([C@@H]3C[C@@H](O)CN3Cc3ccccn3)n2)cc1	64.8%[activator][176 µM]
Cc1cccc(CN(C)C(=O)c2cc(-c3cnc(C)nc3)nc3cc(F)ccc23)n1	23.8%
O=C(c1cccs1)N1CCCCCC1CN1CCCC1 (stereo unspecified)	54.5%[activator]
Cc1cnc(CCNC(=O)c2ccc(C#N)cc2)n1C1CCC1	86.4%[activator]
Cc1c(C(=O)N2CCC3(CCCN(C)C3=O)C2)n(C)c2ccc(F)cc12 (stereo unspecified)	73.1%[activator]
CCOC(=O)CCNC(=O)N1CCCC(c2nc(-c3cccnc3)no2)CCNC(=O)CC1 (stereo unspecified)	28.8%
COC(=O)CN1C(=O)[C@@H]2C[C@@H](O)CN2C2(CN(Cc3ccncc3)C2)C1=O	-8.0%[176 µM]
O=C1N[C@@H](Cc2c[nH]c3ccccc23)C(=O)N[C@H]1Cc1c[nH]c2ccccc12	?
Later entries.
SMILES	12-LOX inh
COc1cccc(S(=O)(=O)N2CCC3(CC2)CNC(C(=O)O)C3)c1 (stereo unspecified)	15.8%
COc1ccc(CNC(=O)C[C@@H]2O[C@H](Cn3cc(CN(C)Cc4ccccc4)nn3)[C@@H](O)[C@H]2O)cc1	?
Cc1cccc(OCC(=O)N2[C@@H]3CC[C@H]2CC(NC(=O)c2ccncc2)C3)c1 (stereo partly specified)	45.6%[activator]
c1cn(CCN2CCCC2)c(-c2cc3n(n2)CCNC3)n1	80.7%[activator]
CC(C)=CCC1(CO)CCCN(Cc2csc(C)n2)C1 (stereo unspecified)	16.4%
COCC1CN(S(=O)(=O)c2ccc(F)c(Cl)c2)CC12CCNCC2 (stereo unspecified)	22.8%
N#Cc1ccc(C(=O)N2CCCCCNC(=O)CC2c2ccccc2)cc1 (stereo unspecified)	13.3%
CSc1cccc(NC(=O)N[C@H]2CCN3C(=O)[C@H](Cc4ccc(F)cc4)NC(=O)[C@@H]3C2)c1	-21.0%
CCN1c2cc(C(=O)NCCC3=CCCCC3)ccc2C(=O)N2CCCCC21 (stereo unspecified)	-7.4%
COCc1nc(C2CCN(C(=O)COc3ccc(F)cc3)C2)no1 (stereo unspecified)	40.1%[activator]
CC(=O)Nc1ccc(CN2CC(N(C)c3ccccc3C)C2)cc1	3.4%[176 µM]
O=C(Cc1ccccc1F)N1CCC(c2noc(-c3ccncc3)n2)C1 (stereo unspecified)	32.0%[activator]
CCC1Oc2ccc(NC(=O)COC)cc2CN(Cc2ccc(F)cc2)C1=O (stereo unspecified)	-1.7%
O=C1[C@@H]2C[C@@H](O)CN2C2(CN(Cc3ccccn3)C2)C(=O)N1Cc1ccccc1F	99.3%[activator][176 µM]
Cc1cnc(C2CC2)n1C1CCN(S(=O)(=O)c2ccc(C#N)cc2)CC1	35.9%[activator]
COc1ccc(NC(=O)N2CCc3c(C(=O)Nc4ccccc4)cccc32)cc1	1.0%
COC(=O)[C@@H](Cc1ccccc1)N[C@H](/C=C/c1ccccc1)[C@@H](O)Cc1ccccc1	-4.9%
O=C(NCc1ccccn1)C1c2ccccc2C(=O)N(C2CCCC2)C12CCCCC2 (stereo unspecified)	37.7%
COCCC1(CO)CCCN(CC(N)=O)C1 (stereo unspecified)	16.6%
O=C(C(c1cccnc1)N1CCOCC1)N(C/C=C/c1ccccc1)CCO (stereo unspecified)	3.3%
Cc1ccccc1CNC(=O)c1ccc2c(c1)N(C)C1CCCCN1C2=O (stereo unspecified)	3.3%
C[S+](=O)([O-])N1CCC2(CC1)CC(Cc1ccccc1)=NO2	3.6%[6.33 µM]
CS(=O)(=O)Nc1ccc(C2(C(=O)NCc3ccccc3F)CCCCC2)cc1	27.7%
COc1ccc(-c2cnc3[nH]cc(CC(=O)Nc4ccc(OC)nc4)c3c2)cc1	16.4%[176 µM]
CCOc1ccccc1NC(=O)c1cc2c(N3CCSCC3)nc(C)cn2n1	17.4%
COc1cccc(C(=O)NCCn2ccn3nc(-c4ccc(C)cc4C)cc3c2=O)c1OC	-17.2%
O=C(CN1CCCC1)N1CC[C@@H](c2ccc3ccccc3c2)[C@H](O)C1	46.8%[activator]
O=C(c1ccccn1)N1CCN(c2cc(-c3cccs3)[nH]n2)CC1	-21.1%
Cc1cc2nc3n(c(=O)c2n1CC(=O)Nc1ccc(F)c(F)c1)CCCC3	-5.0%
Cc1ncc2c(c1CNC(=O)Cc1ccsc1)CCN(C(=O)Cc1c(F)ccc(F)c1F)C2	79.6%[activator]
COc1cccc(C(=O)N2CCC(N3C[C@H](O)C[C@H]3C(=O)NCc3cc(F)ccc3F)CC2)c1	16.5%
COc1cccc(CNC(=O)[C@@H]2C[C@@H](O)CN2C2CCN(C(=O)COc3cccc(C)c3)CC2)c1	44.6%[activator]
COc1ccc(Cc2ncc3c(n2)CN(C(=O)c2ccc(OC)c(O)c2)C3)cc1	9.4%
Cc1noc(C)c1CN1C[C@H]2[C@H](C1)[S+](=O)([O-])C(C)(C)C(=O)N2Cc1ccccc1F	9.9%
c1cncc(COC2CCN(c3ncncn3)CC2)c1	36.5%[activator]
CN1CCN(C(=O)C2CCC(=O)N(Cc3cccc(C(F)(F)F)c3)C2)CC1=O (stereo unspecified)	7.5%
CCN(CC)C(=O)[C@@H]1CCC[C@@H](NCc2cccc3c2OCO3)CN(C)C(=O)C1	1.6%[176 µM]
CCOc1cccc(CNc2ncncc2-c2nc(-c3ccccc3)no2)c1	70.6%[activator]
COc1cc(OC)cc(C(=O)N2CCCN(c3cc(-c4ccc(Br)cc4)[nH]n3)CC2)c1	10.0%
COc1cc(CNc2cccc3c2S(=O)(=O)N([C@H](C)c2ccccc2)C[C@@H](COCc2ccccc2)O3)cc(OC)c1OC	-26.4%

Shown as labelled records: entries from further up.
> Cc1noc(C)c1CN1C[C@H]2[C@H](C1)[S+](=O)([O-])C(C)(C)C(=O)N2Cc1ccccc1F
  12-LOX inh: 9.9%
> COc1cccc(C(=O)NCCn2ccn3nc(-c4ccc(C)cc4C)cc3c2=O)c1OC
  12-LOX inh: -17.2%
> CCOc1cccc(CNc2ncncc2-c2nc(-c3ccccc3)no2)c1
  12-LOX inh: 70.6%[activator]
> CCOc1ccccc1NC(=O)c1cc2c(N3CCSCC3)nc(C)cn2n1
  12-LOX inh: 17.4%

(more compounds)
SMILES	12-LOX inh
CN(C1CCOCC1)C1CCN(C(=O)c2ccn[nH]2)CC1	10.5%
Cc1ccc([C@H]2CN(C(=O)CN3CCOC3=O)C[C@@H]2N)o1	13.1%
C=CCN1[C@@H](C)[C@H](c2ccccc2)Oc2cccc(N3CCCC3)c2S1(=O)=O	?
CCNC(=O)[C@@H]1C[C@H](NC(=O)Cc2cc(C)ccc2C)CN1C1CCCC1	19.1%
Cc1ccccc1C(=O)N[C@H](C(=O)N1CCC[C@H]1C(=O)NCCc1ccccc1Cl)C(C)C	-0.3%
O=C1NCc2ccccc2CC12CCN(Cc1ccc(-c3ccccc3)cc1)C2 (stereo unspecified)	39.8µM*
C#CCNC(=O)C[C@H]1C[C@@]2(C(=O)OC)C(=C[C@H](C(C)(C)C)O[C@@H]2C)N(CCc2ccc(OC)c(OC)c2)C1=O	-3.0%
COCCN1CCOC[C@H]2CCN(C(=O)c3ccco3)C[C@H]21	37.4%[activator]

Filtered by structure, the entries above containing a Cl atom.
SMILES	12-LOX inh
Cc1ccc(C)c(-c2cc3c(=O)n(CCNC(=O)c4ccccc4Cl)ccn3n2)c1	?
CCc1noc(-c2ccn3c(CNC(=O)c4cc(Cl)ccc4F)nnc3c2)n1	11.1%
OC[C@@H]1O[C@H](CNCc2cccc(Cl)c2)[C@H](N2CCN(c3ccccn3)CC2)[C@@H]1O	?
COCC1CN(S(=O)(=O)c2ccc(F)c(Cl)c2)CC12CCNCC2 (stereo unspecified)	22.8%
Cc1ccccc1C(=O)N[C@H](C(=O)N1CCC[C@H]1C(=O)NCCc1ccccc1Cl)C(C)C	-0.3%

Assay outcomes as filed in PubChem.
